# Assay outcomes: PubChem BioAssay, NCI
# NCI-60 one-dose screen, 48 h, at 10 µM unless noted. Numbers give growth in % (100 = growth as untreated, 0 = no growth, -100 = all killed).
# SF-295 – SF-295 CNS cancer cells; 79,000 compounds, 5.6% hits; AID 1794758
# PC-3 – PC-3 prostate cancer cells; 80,000 compounds, 3.9% hits; AID 1794754
# SF-539 – SF-539 CNS cancer; AID 1794752; 81,000 compounds, 6.8% hits
# U251 – U251 CNS tumor cells | 80,000 compounds, 5.4% hits | AID 1794753
# SF-268 – SF-268 CNS cancer cells. 82,000 compounds, 3.1% hits. AID 1794759
# SNB-19 – SNB-19 CNS cancer cells; 81,000 compounds, 2.5% hits; AID 1794751
# OVCAR-3 – OVCAR-3 ovarian cancer. 79,000 compounds, 7% hits. AID 1794787
# OVCAR-8 – OVCAR-8 ovarian cancer. 81,000 compounds, 4.4% hits
# DU-145 – DU-145 prostate cancer; 81,000 compounds, 4.2% hits
# * hit, by the source's call; · = not tested or not shown; & = joins results of further samples. Rule for the calls: active = growth percent below 10; inactive = the rest. A portion of the library; rates above refer to the full screens.
smiles,SF-295,PC-3,SF-539,U251,SF-268,SNB-19,OVCAR-3,OVCAR-8,DU-145
Nc1ccc(Sc2ccc(N)cc2)cc1,98,89,101,98,98,103,103,107,108
CC(=O)C1COC(=O)C1 (configuration not stated),126,108,107,110,110,111,111,116,113
OC[P+](CO)(CO)CO,119,95,97,101,98,99,91,108,112
O=C(O)c1ccc(N2CC2)cc1O,102,98,108,105,101,111,122,107,112
CC(C)(C)c1ccc(C(C)(C)OO)cc1,111,·,104,110,105,105,113,105,112
Nc1nonc1-c1noc(-c2nonc2N)n1,102,102,92,95,105,99,103,100,106
C/C1=C/C(=O)O[C@@H]2C[C@@H](CC[C@H](C)/C=C\C=C\CC1)O[C@@](O)([C@@H]1CSC(=O)N1CO)C2,14,·,-3.6*,5.4*,-38*,·,-7.3*,43,23
O=C(CC1(O)C(=O)N(Cc2ccccc2)c2ccc(Cl)cc21)c1ccc(C(=O)NCC2CCC3(CC2)OOC2(CCCCC2)OO3)cc1 (configuration not stated),-8.3*,-54*,-81*,-82*,-50*,31,-84*,-27*,-98*
CN[C@@H](C)[C@@H](O)c1ccccc1,113,96,115,95,122,102,125,96,124
Oc1ccccc1Br,118,88,97,107,104,97,175,109,111
C1CC2CCC1CNC2,110,98,98,109,105,102,118,96,111
COc1cccc2c1cc([N+](=O)[O-])c1c(C(=O)O)cc3c(c12)OCO3,90&101&45,74&96&77,90&106&72,97&103&60,113&108&46,98&102&79,103&126&76,102&55,118&112&16
CC[C@H]1C2CC3[C@@H]4N(C)c5ccccc5[C@]45C[C@@H](C2C5O)N3[C@@H]1O (some centres not stated),96,93,108,97,112,107,113,103,113
O=C1O[C@H]2CC[C@H]3SC[C@@H]1N23,98,98,109,109,130,105,126,103,117
COC(=O)[C@H]1CN(C)[C@@H]2Cc3c[nH]c4cccc(c34)[C@]23C[C@H]13,100,87,105,106,95,96,106,112,103
CCCCC1(CCI)C(=O)NC(=O)NC1=O,91,92,89,95,103,99,110,89,112
CCC(C)P(=O)(N1CC1C)N1CC1C (configuration not stated),113,100,102,102,105,111,113,106,114
COC(=O)[C@@H](C)C[C@H](Cc1ccccc1)NC(=O)c1nc([C@@H](C[C@H](C(C)C)N(C)C(=O)[C@@H](NC(=O)[C@H]2CCCCN2C)C(C)C)OC(C)=O)sc1C(C)C,-1.4*,21,-22*,6.2*,22,28,-23*,3.0*,-0.4*
CCCCOP(=O)(CCC(=O)NC)OCCCC,94,93,108,·,122,95,112,100,120
COc1ccc(Cn2c(Cl)c(C(=O)O)c3cc(OC)ccc32)cc1,109,66,108,101,103,112,97,104,124
Cc1cc(NC(=O)NCCCOc2ccc(N3C(N)=NC(N)=NC3(C)C)cc2Cl)ccc1S(=O)(=O)F,30,12,18,16,33,28,24,32,34
O=C(Nc1ccccc1)C(Cl)(Cl)Cl,105,97,109,·,103,96,110,·,105
CCCCCCCCCCCCCCCCCCOC(=O)CCN1CC1,117,99,99,96,102,113,106,99,98
CCCN(CCC)CC(=O)c1ccc(I)cc1,97,111,111,110,103,112,112,108,110
CCCCCCNP(=O)(N1CC1CC)N1CC1CC (configuration not stated),·,96,109,100,109,107,112,104,112
NC(N)=N/N=C/c1cccnc1,97,91,99,105,103,91,103,104,·
O=C(OCCOC(=O)N1CC1)N1CC1,103,93,100,97,105,113,110,106,106
CC(C)OP(=S)(S)OC(C)C,·,111,98,·,102,112,105,106,104
COC1=C[C@H]2[C@@H](C#N)CC3(C(=O)c4ccc(Br)cc4)C[C@H](C#N)[C@H](C1)N23 (some centres not stated),102,96,103,·,107,98,102,109,111
CNC(=O)Oc1ccccc1C(Cl)(Cl)Cl,100,101,98,114,101,116,102,111,112
N#C[Se]CCOC(=O)CCCCC1SCC2NC(=O)NC21 (configuration not stated),110,88,98,98,104,100,104,102,108
FC(F)(F)c1cc(CN(CCCl)CCCl)cc(C(F)(F)F)c1,107,86,94,98,99,105,102,96,108
CC1(C)N=C(N)N=C(N)N1c1ccc(CCNS(=O)(=O)c2ccc(S(=O)(=O)F)cc2)cc1,103,96,103,107,100,100,113,104,107
O=c1s[se]c2ccccc12,97,101,96,98,105,101,112,109,112
CCOc1ccc(C(O)CN(C)Cc2ccccc2)cc1Cl (configuration not stated),96,89,108,97,96,100,100,105,103
CC1CN1CCCCN1CC1C (configuration not stated),101,95,103,104,99,109,103,102,105
O=C1C=C2C=CC3CC2(O1)C1CCCCN1O3 (configuration not stated),103,106,102,101,107,106,119,98,119
O=C1NC(=S)NC(=O)C1=Cc1ccncc1,97,101,101,·,107,107,113,103,111
C[C@@H](N)[C@@H](O)c1ccccc1,66,93,104,102,99,102,115,108,84
C[CH2][Pb]([CH2]C)([CH2]C)[O]C(=O)COc1ccccc1,-62*,20,-22*,-1.9*,-10*,·,-3.0*,9.1*,-6.4*
CC(=O)Nc1ccc(NC(=O)c2ccc([As](O)O)cc2)cc1,118,100,89,57,109,93,114,102,108
COC1=CC(=O)O[C@@H](CCc2ccc3c(c2)OCO3)C1,124,95,128,89,105,95,92,103,164
O=C(O)CSCC(=O)O,93,96,97,111,101,110,109,118,102
CC1(C)N=C(N)N=C(N)N1c1ccc(OCCNS(=O)(=O)c2cccc(S(=O)(=O)F)c2)c(Cl)c1,90,44,93,92,108,96,108,95,112
O=[N+]([O-])c1cc([As](=O)(O)c2ccc(O)c([N+](=O)[O-])c2)ccc1O,102,·,95,115,110,99,117,97,104
CC[C@]1(O)CC[C@H]2[C@@H]3CCC4=CC(=O)CC[C@@H]4[C@H]3CC[C@@]21CC,95,87,106,106,114,103,·,105,118
CN(C)C(=O)Oc1ccc(Br)cc1,91,97,108,98,110,107,106,106,107
CCC(=O)NC1=C(N2CC2C)C(=O)C(NC(=O)CC)=C(N2CC2C)C1=O (configuration not stated),99,105,107,104,104,94,111,93,113
CCCCCCCCNC(c1ccccc1)C(O)c1ccccc1 (configuration not stated),110,83,99,90,100,94,102,101,108
O=c1cc(N2CCNCC2)c2cc(F)ccc2[nH]1,110,99,98,105,97,95,105,117,105
CCC1(Br)C(=O)NC(=O)NC1=O,96,102,108,102,114,108,111,99,111
CC1(C)[C@H](O)[C@H](F)C[C@@]2(C)Oc3ccc(C(=O)Nc4ccc5c(c4)NC(=O)C54CCN(CCCCC#N)CC4)cc3C[C@H]12,-60*,24,8.9*,11,44,32,61,63,49
NCC(O)c1ccc(O)cc1 (configuration not stated),122&93,97&102,110&109,100&98,110&108,115&105,111&123,97&101,124&109
O=C1C(N2CC2)=C(N2CC2)C(=O)C(N2CC2)=C1N1CC1,-18*,7.5*,-67*,-64*,20,·,4.7*,0.7*,-15*
Nc1cccc(CCCCc2cccc(S(=O)(=O)F)c2)c1,76,106,93,94,107,95,117,100,117
C/C(CC(C)(C)N1CC1)=N\NC(=O)NC1CCCCC1,102,104,106,104,111,102,121,104,112
c1cnc2[nH]cc(-c3csc(-c4cn(CCCCN5CCCCC5)c5ccccc45)n3)c2c1,95,63,87,86,86,90,91,87,107
CN(C)C(=O)Oc1cc(OC(=O)N(C)C)cc(C(O)CNC(C)(C)C)c1 (configuration not stated),109,99,104,101,112,·,113,101,110
O[C@@]12C[C@@H]([C@H]3CO[C@@H]1O3)n1nnnc1N2,100,107,102,108,105,103,115,126,109
Oc1ccc2c3c1OC1[C@@H](O)CC[C@@]4(O)[C@@H](C2)N(CC2CCC2)CC[C@]314 (some centres not stated),102,94,103,97,105,109,116,104,113

# Remaining list, next part
smiles,SF-295,PC-3,SF-539,U251,SF-268,SNB-19,OVCAR-3,OVCAR-8,DU-145
Cc1ccc2oc(=O)c3c(c2c1)OC(N)=C(C#N)C3c1ccco1 (configuration not stated),98,96,101,109,101,97,104,101,103
Cc1ccc(C(=O)C2CN(C)CCC2(O)c2ccc(C)cc2)cc1 (configuration not stated),111,108,·,104,110,118,119,107,117
CCOC(=O)C(C)(C)Br,93,91,105,105,105,102,109,110,112
CCc1ccccc1N,129,133,97,97,105,100,103,113,107
COc1cc2c(cc1OC)CC(C)NC2 (configuration not stated),110,98,103,97,107,98,106,102,110
CCc1cccc2ccccc12,·,95,95,101,106,109,118,99,113
CC(=O)O[C@H]1CC[C@]2(C)[C@H]3CC[C@]4(C)[C@@H](OC(C)=O)CC[C@H]4[C@@H]3[C@@H](C)[C@]2(O)C1,·,90,100,111,112,111,127,115,107
CC1=C(CN(O)C(N)=O)C2=C(C)C3(CC3)[C@@](C)(O)C(=O)C2=C1,-11*,2.4*,-46*,5.0*,-15*,16,-27*,1.8*,-2.8*
c1ccc2c(c1)ccc1n[se]nc12,99,98,105,105,97,105,102,113,106
CC1CCC2CON(C(C)(C)C)C2C1 (configuration not stated),93,100,100,100,102,107,112,101,105
Cc1ccc(N=C=O)cc1N=C=O,86,93&108,97&95,100&100,104&108,94&105,115&109,101&97,118&113
CC1=NNC(=O)C1Br (configuration not stated),117,102,96,99,106,100,109,110,107
CC(=O)Nc1nc2c(s1)C1=CC[C@H]3[C@@H]4CC[C@H](OC(C)=O)[C@@]4(C)CC[C@@H]3[C@@]1(C)CC2,29,59,14,44,58,62,20,71,72
C=CC[Se]C(=O)c1ccc(C(=O)[Se]CC=C)s1,-53*,-58*,-97*,-86*,-39*,-73*,-93*,-80*,-93*
CSc1nc(Cl)cc(N2CC2)n1,115,93,99,110,99,108,117,101,110
CN1C2CNC(=O)CC1C1CCC2C1 (configuration not stated),66,127,115,113,101,104,97,103,92
Cc1c([N+](=O)[O-])cc(S(=O)(=O)O)cc1[N+](=O)[O-],114,96,106,104,104,101,·,111,111
O=C(CCl)c1ccc([N+](=O)[O-])o1,92,-24*,2.8*,8.0*,1.6*,75,-100*,8.8*,-31*
